# GRK2 aptamer HTS: human GRK2 inhibition via aptamer displacement. bead flow cytometry, FAM-aptamer displacement from GRK2. inhibition of aptamer binding, % at 10 µM. AID 488847. actives 0.59% (n = 330,000);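 active means inhibition of aptamer binding above 40%, roughly 3 SD of noise, on plates passing a quality check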;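 further: median bead fluorescence of bound FAM aptamer so fluorescent compounds give negative values; no value below 0 was filed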
# Target sequence (P25098 whole entry, looked up): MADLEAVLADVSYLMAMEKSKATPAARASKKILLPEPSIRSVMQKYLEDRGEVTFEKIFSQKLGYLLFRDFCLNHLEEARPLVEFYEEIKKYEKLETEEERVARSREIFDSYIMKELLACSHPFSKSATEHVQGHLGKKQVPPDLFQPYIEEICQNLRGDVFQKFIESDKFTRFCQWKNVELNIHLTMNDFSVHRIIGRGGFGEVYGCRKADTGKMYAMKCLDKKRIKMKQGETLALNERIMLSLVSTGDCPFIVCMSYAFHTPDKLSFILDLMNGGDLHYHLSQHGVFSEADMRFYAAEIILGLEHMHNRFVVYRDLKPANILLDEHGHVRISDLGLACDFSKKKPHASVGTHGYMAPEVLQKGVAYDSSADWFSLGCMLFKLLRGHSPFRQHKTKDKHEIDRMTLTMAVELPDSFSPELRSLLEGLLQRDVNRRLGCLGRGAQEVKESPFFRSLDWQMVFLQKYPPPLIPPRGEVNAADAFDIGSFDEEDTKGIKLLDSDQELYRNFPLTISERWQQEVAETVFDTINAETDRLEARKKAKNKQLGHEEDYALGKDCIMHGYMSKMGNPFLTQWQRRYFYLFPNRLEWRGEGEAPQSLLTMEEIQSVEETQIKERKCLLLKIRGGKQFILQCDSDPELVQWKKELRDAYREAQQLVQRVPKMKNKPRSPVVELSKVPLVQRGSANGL
# CIT2-GFP yeast: alters CIT2-GFP fluorescence in TOR pathway yeast screen; GFP response vs DMSO, % at 10 µM; actives 0.065% (n = 320,000); S. cerevisiae CIT2-GFP strain, flow cytometry, 3 h; 100 means same as DMSO wells;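 active means GFP response relative to DMSO above a set limit, near the screen mean plus 3 SD, cut at about 150% in these data; inconclusive means Fewer than 70 cells measured for a yeast strain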;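 further: ratio of well median GFP fluorescence to mean of DMSO wells on the plate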
# GLD-1 TGE inh: GLD-1-TGE RNA interaction inhibition (C. elegans). purified GLD-1 + fluorescein TGE RNA, fluorescence polarization. inhibition, % at 5.96 µM. actives 0.44% (n = 320,000). AID 2280;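 active means percent inhibition above a per-plate cutoff, the plate mean of test compounds plus 3 SD, cut at about 30% in these data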;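 further: 0% = DMSO wells with GLD-1 and probe and 100% = wells lacking GLD-1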
# AGP1 TOR yeast: modulators of TOR pathway AGP1-GFP in S. cerevisiae. S. cerevisiae AGP1-GFP multiplex flow cytometry, 3 h; GFP as percent of DMSO wells. GFP response vs DMSO, % at 10 µM. actives 0.02% (n = 320,000);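 active means GFP response relative to DMSO above a set limit, near screen average plus 3 SD, cut at about 150% in these data; inconclusive means fewer than 70 cells counted for the yeast strain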;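 further: median GFP channel fluorescence of the gated AGP1 strain per well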
# Bcl-xL primary: blocks human Bcl-xL binding to Bim BH3 peptide. Q07817. actives 0.7% (n = 320,000). inhibition, % at 10.9 µM. AID 2129. GST-Bcl-xL / FITC-Bim BH3 peptide fluorescence polarization;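 active means inhibition above the mean of all tested compounds plus 3 SD, cutoff set per campaign, cut at about 30% in these data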;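 further: 0% = DMSO wells and 100% = unlabeled Bim-BH3 peptide competitor; inhibitors lower millipolarization by displacing the labeled peptide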
# Target sequence (Q07817 whole entry, looked up): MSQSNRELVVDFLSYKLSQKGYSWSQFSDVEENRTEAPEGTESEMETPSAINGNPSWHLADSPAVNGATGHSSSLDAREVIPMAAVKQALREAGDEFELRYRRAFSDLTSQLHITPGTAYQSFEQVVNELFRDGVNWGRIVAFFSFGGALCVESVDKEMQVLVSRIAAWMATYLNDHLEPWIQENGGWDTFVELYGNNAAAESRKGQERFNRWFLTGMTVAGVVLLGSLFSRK
# VLA-4 inh: inhibition in a human VLA-4 binding assay; VLA-4 expressing cells, ligand binding flow cytometry; inhibition, % (about 7 µM as worked out from the volumes in the protocol); actives 0.2% (n = 330,000); P13612; in the data active means inhibition above about 50%
# MCL1-BIM inh: disrupts human MCL1 binding to BIM-BH3 peptide. Q07820. GST-MCL1 / FITC-Bim-BH3 fluorescence polarization. inhibition, % at 10.9 µM. actives 0.68% (n = 320,000). AID 2057;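 active means inhibition above the mean inhibition of all tested compounds plus 3 SD, set per campaign, cut at about 40% in these data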;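 further: 0% = DMSO wells and 100% = unlabeled Bim-BH3 peptide control; higher means more loss of mP so more displacement of Bim peptide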
# Yeast superoxide: caloric restriction mimetics inhibiting age-related superoxide in yeast | S. cerevisiae aged cells, superoxide DHE fluorescence; active compounds read low | superoxide response (% of plate mean), % at 10 µM | actives 0.18% (n = 330,000) | AID 2690;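 active means superoxide response under a set limit, about three screen SD below normal, cut at about 65% in these data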;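 further: yeast aged for seven days with compound at 30 °C before DHE staining; 100% = average MFI of all compound-treated wells on the plate with controls excluded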
# MEX-5 binding: C. elegans MEX-5 TCR-2 RNA binding activity; Q9XUB2; actives 0.38% (n = 300,000); AID 1832; MEX-5/FITC-TCR2 RNA binding, fluorescence polarization; active compounds read low; activity score (negative = inhibition of binding), % at 10 µM;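 active means inhibition past about -25% in most replicates, and total fluorescence under double the plate's negative control median, limit read from the data; inconclusive means replicates evenly split on the limit, or fluorescence at least double controls; inactive means too little inhibition in most replicates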;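 further: 0% = DMSO and -100% = 5 µM competing unlabeled TCR2 RNA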
# Numbers without * were called inactive; i = inactive; ? = inconclusive; · = no result given.
SMILES,GRK2 aptamer HTS,CIT2-GFP yeast,GLD-1 TGE inh,AGP1 TOR yeast,Bcl-xL primary,VLA-4 inh,MCL1-BIM inh,Yeast superoxide,MEX-5 binding
CC(C)OC(=O)c1c(N)sc2c1CCCC2,2,106,0,102,13,0,8,74,·
CCc1nnc2sc(-c3ccc(NC(=O)c4ccco4)cc3)nn12,2,75,6,96,6,-8,6,95,-10
CC(C)c1nnc(NC(=O)CCN2C(=O)c3ccccc3C2=O)s1,1,99,1,98,4,39,1,92,1.8
Cc1ccc2occ(CN3CCN(c4ccccc4)CC3)c(=O)c2c1,3,102,0,102,36*,1,0,98,-1.4
CCOC(=O)c1ccc(NS(=O)(=O)c2c(C)nc3sccn3c2=O)cc1,0,108,7,108,0,2,0,96,-0.1
COc1ccc(C(=O)C(C)OC(=O)CCN2C(=O)C3CC=CCC3C2=O)cc1 (centres undefined),0,97,6,91,1,26,8,129,·
CN(C)c1ccc(-n2cc3c(=O)n(C)c(=O)n(C)c3c2)cc1,3,103,6,109,14,9,8,86,-1.8
O=C(Cn1nc(-c2ccccc2)ccc1=O)NCC1CCCO1 (centres undefined),0,114,-2,111,2,-1,3,69,-4.8
CC1CCC/C(=C\Nc2ccc(C(=O)O)cc2)C1=O (centres undefined),0,99,3,109,8,3,7,103,-2.5
O=C(CCc1ccccc1)N/N=C\c1cc2c(cc1Br)OCO2,0,·,-3,103,-3,8,-1,102,-0.1
CN(CC(=O)Nc1ccccc1Cl)C(=O)COC(=O)C1=COCCO1,0,113,4,99,0,-5,1,124,1.1
CCOc1ccc(CN(Cc2ccco2)C(c2cccs2)c2nnnn2C(C)(C)C)cc1 (centres undefined),13,110,-6,101,8,-5,8,90,3.9
Oc1ccc(-n2nnnc2SCc2c(F)cccc2Cl)cc1,0,92,·,95,·,-5,·,102,0.6
Cc1nc2nc(-c3ccccc3)nn2c(C)c1C,0,88,-1,101,0,3,0,100,0.7
O=C1C=CC(=O)N1c1ccc(O)cc1,0,92,-1,94,10,5,15,93,2.8
CC(C)N(C(=O)Cn1cc(S(=O)(=O)CC(=O)NC2CCCCC2)c2ccccc21)C(C)C,0,107,1,104,0,6,1,91,2.1
Cc1ccccc1NC(=O)c1ccc(C)c(S(=O)(=O)Nc2cccnc2)c1,1,96,4,104,9,-2,6,100,1.8
Cc1ccc2nc(N(CCCN(C)C)C(=O)CS(=O)(=O)c3ccccc3)sc2c1,0,94,-3,102,1,16,-2,102,2.7
COc1ccc(S(=O)(=O)N2CCCC(C(=O)NCC3CCCO3)C2)cc1Cl (centres undefined),1,95,3,108,2,-3,11,123,-1.2
C=CCn1c(=O)/c(=C2/SC(C)=C(C)N2CC)s/c1=C1/C(=O)N(CC)C(=S)N1c1ccccc1,0,118,0,110,-2,-17,-5,92,-0.4

# Random excerpt: four records from the list
SMILES,GRK2 aptamer HTS,CIT2-GFP yeast,GLD-1 TGE inh,AGP1 TOR yeast,Bcl-xL primary,VLA-4 inh,MCL1-BIM inh,Yeast superoxide,MEX-5 binding
CCOc1ccc(CN(Cc2ccco2)C(c2cccs2)c2nnnn2C(C)(C)C)cc1 (centres undefined),13,110,-6,101,8,-5,8,90,3.9
O=C1C=CC(=O)N1c1ccc(O)cc1,0,92,-1,94,10,5,15,93,2.8
Oc1ccc(-n2nnnc2SCc2c(F)cccc2Cl)cc1,0,92,·,95,·,-5,·,102,0.6
CN(CC(=O)Nc1ccccc1Cl)C(=O)COC(=O)C1=COCCO1,0,113,4,99,0,-5,1,124,1.1

# The list continues:
SMILES,GRK2 aptamer HTS,CIT2-GFP yeast,GLD-1 TGE inh,AGP1 TOR yeast,Bcl-xL primary,VLA-4 inh,MCL1-BIM inh,Yeast superoxide,MEX-5 binding
CN(C)CCNc1cc(-c2ccncc2)nc2ccccc12,0,105,-4,100,3,-7,5,133,0.5
O=[N+]([O-])c1cccc(-c2ccc(C(=S)N3CCN(c4ccc(F)cc4)CC3)o2)c1,5,102,1,95,7,6,10,109,2.2
CCSC1=C(C#N)C(c2cccc(Br)c2)CC(=O)N1 (centres undefined),0,82,3,86,7,-1,11,86,1.6
CSCCC(NC(=O)c1ccco1)C(=O)NCCc1ccc(F)cc1 (centres undefined),8,87,1,96,-7,7,-6,130,·
Cc1ccccc1N(C)S(=O)(=O)c1nnc(NC(=O)c2ccccc2F)s1,0,99,5,96,4,8,3,96,-2.0
COc1ccc(N(CC(=O)NCc2ccccc2C)S(=O)(=O)c2ccccc2[N+](=O)[O-])c(OC)c1,0,112,8,108,3,26,-3,115,2.8
COc1ccc(OC)c(C2CC(=O)NC(SC)=C2C#N)c1 (centres undefined),0,98,-1,100,2,-15,-4,104,-1.0
CSc1sc(C(=O)NNC(C)=O)c2c1C1(CCC2)SCCS1,3,99,-6,112,0,-1,-2,87,2.4
COc1cccc(C2c3[nH]c4ccccc4c3C[C@H]3C(=O)N(c4ccccc4C(=O)NCCCN4CCOCC4)C(=O)N23)c1 (some centres undefined),0,89,10,96,11,43,8,116,1.4
Cc1ccc(C)c(NC(=S)N/N=C2/CCCCc3ccccc32)c1,0,86,2,95,1,3,5,97,2.4
O=C(Nc1ccc2c(c1)OCO2)C1CCN(C(=O)c2ccc(Br)cc2)CC1,1,104,7,106,7,5,15,89,1.0
CCC1(c2ccc(F)cc2)NC(=O)N(CC(=O)N(CCC#N)c2ccccc2)C1=O (centres undefined),3,110,-4,103,-2,0,-8,96,0.3
COc1ccc(C(=O)COC(=O)c2ccn(C)n2)cc1,0,111,4,103,2,1,-1,90,-0.8
COC(=O)c1ccc(/C(O)=C(\C#N)c2nc3ccccc3s2)cc1,2,97,-6,91,1,11,2,106,-2.5
CCCCC(=O)Nc1ccc2c(c1)oc1ccccc12,0,91,1,97,2,4,-6,100,-1.0
CC(CCc1ccccc1)NC(=O)c1ccc(C(=O)NC(C)CCc2ccccc2)cc1 (centres undefined),2,100,-1,97,6,8,-7,102,·
COc1ccc(-c2nnc(-c3cccs3)o2)cc1OC,0,91,6,91,3,3,2,116,1.1
CC(OC(=O)c1ccc2c(=O)n3c(nc2c1)CCC3)C(=O)Nc1ccc(C(N)=O)cc1 (centres undefined),1,104,-2,106,1,-13,1,81,·
CCOC(=O)c1c(C)n(C)c2ccc(OC(C)C(=O)OC)cc12 (centres undefined),1,82,7,85,6,15,7,104,-3.3
CCCC(=O)N1CCCC(C(=O)c2ccc(OC)c(OC)c2)C1 (centres undefined),1,98,-1,94,5,-30,12,105,-1.1
Cc1c(Br)c([N+](=O)[O-])nn1C(C)C(=O)Nc1ccc2c(c1)OCO2 (centres undefined),3,107,2,100,0,-6,-3,92,-1.4
Cc1cc(C)c(S(=O)(=O)N2CCCCC2)c(C)c1N(C)S(=O)(=O)c1ccc(Cl)cc1,1,105,-1,97,4,-4,12,111,0.7
CN(C)c1cccc(C(=O)N2CCC(n3nccc3NC(=O)C3CCOC3)CC2)c1 (centres undefined),2,92,5,89,3,-4,-5,101,·
Cc1cc(F)ccc1Oc1cc(NN2CCCCC2)c([N+](=O)[O-])cc1[N+](=O)[O-],10,81,0,90,0,0,4,115,-1.0
Oc1ccccc1N1CCN(Cc2ncc(-c3ccccc3)o2)CC1,6,85,6,75,2,5,9,104,-1.7
CCCN(CC1CC1)C(=O)CCc1nnc(CCc2c[nH]c3ccccc23)o1,1,107,8,111,5,-11,4,104,-1.3
Cc1c(C2(c3c(C)n(C)n(-c4ccccc4)c3=O)C(=O)Nc3ccc(F)cc32)c(=O)n(-c2ccccc2)n1C,3,95,-4,101,-1,29,-5,112,0.2
CCOC(=O)N1C2=NC(C(=O)OC)=C(C(=O)OC)[C@@H]3Nc4ccccc4[C@]23C[C@H]1C(=O)OC,0,127,2,96,4,0,-2,i,-1.6
CCC(=O)Nc1ccc(S(=O)(=O)N2CCN(c3ccc(F)cc3)CC2)cc1,1,107,-1,109,-2,5,1,93,1.1
Cc1cccc(NC(=O)CN2CCc3cc4c(cc3C2C)OCCCO4)c1 (centres undefined),4,96,-10,101,1,-7,-2,93,-0.1
N#CC1=CN(Cc2ccccc2)C=C(/C=N/Nc2ccccc2)C1,2,101,0,101,0,-97,-15,103,-3.1
CCCNC(=O)C(Cc1cccc(Cl)c1)NC(=O)c1ccccc1 (centres undefined),0,86,-3,89,2,0,-4,93,·
COc1ccccc1NC(=O)Nc1ccc(-n2ccc(C(F)(F)F)n2)cc1,0,102,4,96,1,3,4,97,-0.9
COc1ccc(-c2cc(C(=O)N(C)CC(=O)Nc3cccc(F)c3)c3ccccc3n2)cc1,2,102,3,102,-6,-3,-11,108,2.5
Cc1cccc(C)c1OCc1nnc(SCC(=O)Nc2ccc(N3CCOCC3)cc2)o1,0,109,-5,105,5,5,1,110,-1.1
COC(=O)NNC1=CC(=O)CC(C)(C)C1,4,89,1,93,8,18,0,100,-6.3
COc1cc(/C=N/NC(=S)NC2CC3CC2C2C=CCC32)ccc1O (centres undefined),0,103,6,107,4,0,16,71,-2.2
COc1ccccc1NC1C=CS(=O)(=O)C1 (centres undefined),4,107,-1,104,6,8,0,102,-0.2
COc1ccccc1Nc1ncnc2sccc12,3,101,-7,94,0,18,3,92,-4.3
CCCCN(C(=O)C1CC(=O)N(Cc2ccc(C)cc2)C1)c1c(N)n(CC(C)C)c(=O)[nH]c1=O (centres undefined),0,102,1,97,5,-3,5,101,0.2
O=[N+]([O-])c1ccc(N=Nc2c(Cl)cc(O)cc2Cl)cc1,0,84,6,81,2,3,5,67,-0.2
Cc1ccccc1NC(=O)Cn1c(C)nc2ccc(NC(=O)C3CC3)cc2c1=O,1,·,1,114,9,2,0,92,0.4
CC(C)N(C(=O)Cn1cnc2c(cnn2-c2ccccc2Cl)c1=O)C(C)C,0,98,3,101,0,0,-11,122,0.2
C=CCn1c(CCC(O)CCCCC)n[nH]c1=S (centres undefined),1,96,2,100,-9,12,-15,100,-1.0
COCCN(C(=O)CSc1nc2ccccc2c(=O)n1CC(C)C)c1c(N)n(Cc2ccccc2)c(=O)[nH]c1=O,0,112,4,106,2,1,-7,98,2.4
O=C(Nc1ccccc1C(=O)O)C1=NN=CC1,5,95,-1,105,7,9,7,102,-1.6
Cc1ccc(NC(=O)Cn2nnc(C(=O)NCCc3ccccc3)c2N)c(C)c1,0,98,-4,102,1,2,5,92,1.7
COc1cccc2cc(C(=O)OCC(=O)N3CC(C)OC(C)C3)c(=O)oc12 (centres undefined),0,101,-1,93,·,-9,·,116,·
CNC(=S)NNC(=O)c1c(C)nc2cc(C)ccn12,1,99,4,107,-5,15,5,101,-6.6
CCc1ccc(NC(=O)COC(=O)c2nc3nc(C)cc(C)n3n2)cc1,4,86,5,94,3,2,2,94,·
# (cont.)
SMILES,GRK2 aptamer HTS,CIT2-GFP yeast,GLD-1 TGE inh,AGP1 TOR yeast,Bcl-xL primary,VLA-4 inh,MCL1-BIM inh,Yeast superoxide,MEX-5 binding
COc1cc(NC(=O)c2ccccc2)cc(OC)c1,0,93,0,99,1,27,2,104,-1.8
O=c1c2ccccc2n(CC(O)CN2CCOCC2)c2ccccc12 (centres undefined),0,?,-3,?,3,6,0,114,0.6
O=C(CCC(=O)N1CCc2ccccc2C1)N1CCN(S(=O)(=O)c2ccccc2)CC1,0,98,6,101,4,-20,7,90,1.6
CN(CC(=O)Nc1cccc(F)c1)C(=O)CCC1CCCCC1,0,94,2,103,4,31,-3,94,2.3
